ASAP1 GAP inh – inhibitors of human ASAP1 ArfGAP activity. Q9ULH1. ASAP1-stimulated ARF1 GTP hydrolysis, GDP FP detection. inhibition, % at 16.5 µM. 360,000 compounds, 0.19% hits. AID 624377; in the data active = inhibition above about 25%;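 note: 0% = vehicle with enzyme and substrate and 100% = no enzyme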
ADAM17 inh – ADAM17 inhibition, QFRET primary screen | P78536 | recombinant ADAM17, EDANS/DABCYL FRET peptide cleavage | inhibition, % at 6.95 µM | 370,000 compounds, 0.83% hits | AID 720648;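 active = inhibition above the mean of compounds lying between control limits plus 3 SD, set per campaign, cut at about 8.5% in these data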;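 note: 0% = DMSO-only wells as the low control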
DDE Tn6 FP inh – inhibitors of Tn6 peptide binding to human fibrin DD(E) | P02675 | Fibrin DD(E) TRITC-Tn6 fluorescence polarization displacement | inhibition, % at 8.3 µM | 370,000 compounds, 0.21% hits | AID 720509;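 active = inhibition above a per-campaign cutoff: mean of compounds within control limits plus 3 SD, cut at about 15% in these data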;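 note: 0% = median of all compound wells on the plate and 100% = blocking peptide control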
Target sequence (P02675 whole entry, looked up): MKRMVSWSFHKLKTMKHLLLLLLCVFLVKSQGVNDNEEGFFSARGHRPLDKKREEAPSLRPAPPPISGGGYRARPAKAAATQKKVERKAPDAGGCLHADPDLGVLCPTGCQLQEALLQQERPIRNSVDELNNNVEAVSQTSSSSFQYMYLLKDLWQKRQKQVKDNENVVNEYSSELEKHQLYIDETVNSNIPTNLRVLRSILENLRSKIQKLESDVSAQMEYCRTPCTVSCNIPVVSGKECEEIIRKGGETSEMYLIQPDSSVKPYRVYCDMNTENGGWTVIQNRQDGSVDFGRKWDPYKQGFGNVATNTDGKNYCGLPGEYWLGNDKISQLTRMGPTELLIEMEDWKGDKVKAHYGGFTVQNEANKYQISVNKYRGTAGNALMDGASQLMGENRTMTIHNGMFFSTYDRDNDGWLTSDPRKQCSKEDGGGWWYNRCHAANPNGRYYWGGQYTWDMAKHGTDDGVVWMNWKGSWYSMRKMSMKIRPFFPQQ
ARFGAP1 inh – rat ARFGAP1 inhibition; Arfgap1-stimulated ARF1 GTP hydrolysis, GDP FP detection; Q62848; inhibition, % at 16.5 µM; 360,000 compounds, 0.26% hits;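 active = inhibition above a per-plate limit, mean inhibition of low control wells plus 3 SD, cut at about 25% in these data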;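 note: 0% = DMSO wells with enzyme and 100% = wells lacking Arfgap1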
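system = rat Arfgap1 catalytic domain, aa 1-136 | technique = FP, GDP Alexa 633 tracer displaced from anti-GDP antibody, 620/688 nm | compound = one concentration, 16.5 µM, DMSO 1.26% | medium = HEPES-based buffer, pH 7.5 | timing = compound-enzyme preincubation 20 min, reaction 120 min, detection 60 min, 25 °C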
PLCb3 inh – PLC-beta3 (human) inhibition, primary screen; Q01970; Purified PLC-beta3, fluorogenic substrate, fluorescence; inhibition, % at 12.2 µM; 370,000 compounds, 0.18% hits; AID 720704; in the data active = inhibition above about 11%;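 note: 0% = median of compound wells on plate and 100% = full blocker control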
SIAE primary – inhibitors of human sialic acid acetylesterase SIAE; Q9HAT2; SIAE FP-Rh probe binding, fluorescence polarization; inhibition, % at 9.66 µM; 370,000 compounds, 0.69% hits;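 active = inhibition above a cutoff: mean of compounds within the control limits plus 3 SD of those, cut at about 17% in these data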;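 note: 0% = plate median of compound wells and 100% = probe without SIAE protein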
PLCg1 inh – PLC-gamma1 (human) inhibition, primary screen; inhibition, % at 12.2 µM; 370,000 compounds, 0.84% hits; P19174; purified PLC-gamma1, fluorogenic substrate, fluorescence; AID 720700; in the data active = inhibition above about 9.5%
Tn7 DDE FP – disrupts Tn7 cyclic peptide binding to fibrin D-Dimer-E complex. P02675. FP displacement of FITC-Tn7 peptide from fibrin DD(E); 0% = median of compound wells per plate. inhibition, % at 8.3 µM. 370,000 compounds, 0.13% hits. AID 720508;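 active = inhibition above the mean of compounds falling within the control limits plus 3 SD of them, cut at about 14% in these data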;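 note: 0% = plate median of compound wells and 100% = 10 µM Aha-Tn7 peptide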
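Measure: % inhibition scaled between sample-field median and high-control FP; Test system: human fibrin DD(E); Quantity: 2 µM final DD(E) protein; Doses: one dose, 8.3 µM nominal; Schedule: compound with protein 10 min, then 3 h after probe, room temperature; Detection: fluorescence polarization; Medium: Tris buffer with calcium and detergent, pH 7.8.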
ADAM10 inh – inhibitors of human ADAM10; O14672; recombinant ADAM10, EDANS/DABCYL FRET peptide cleavage, 3 h; inhibition, % at 7 µM; 370,000 compounds, 0.62% hits; AID 720582;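 active = inhibition above a per-campaign cutoff equal to the mean of compounds falling between control-based bounds plus 3 SD, cut at about 20% in these data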;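 note: 0% = DMSO wells while the 100% control is not disclosed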
Target sequence (O14672 214-748 limits assumed): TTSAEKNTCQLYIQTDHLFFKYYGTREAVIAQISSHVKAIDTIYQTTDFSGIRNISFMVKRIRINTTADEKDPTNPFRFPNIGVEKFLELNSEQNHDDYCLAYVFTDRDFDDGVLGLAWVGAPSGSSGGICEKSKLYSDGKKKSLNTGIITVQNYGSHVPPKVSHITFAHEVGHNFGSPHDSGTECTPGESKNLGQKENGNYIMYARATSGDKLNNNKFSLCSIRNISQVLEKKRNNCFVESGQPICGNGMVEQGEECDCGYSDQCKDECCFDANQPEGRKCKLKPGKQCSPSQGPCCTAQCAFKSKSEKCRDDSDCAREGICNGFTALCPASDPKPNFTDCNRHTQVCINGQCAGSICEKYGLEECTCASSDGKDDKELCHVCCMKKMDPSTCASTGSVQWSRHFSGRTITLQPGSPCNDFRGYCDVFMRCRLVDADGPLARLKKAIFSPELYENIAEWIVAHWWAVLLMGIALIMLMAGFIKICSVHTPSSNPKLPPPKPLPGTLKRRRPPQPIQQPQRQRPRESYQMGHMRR
TDP2 inh – TDP2 (human) inhibition, absorbance primary screen; O95551; recombinant TDP2, T5PNP hydrolysis, p-nitrophenol absorbance 415 nm; inhibition, % at 12.8 µM; 370,000 compounds, 0.34% hits; AID 720702;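 active = inhibition above the mean of all tested compounds plus 3 SD, set per campaign, cut at about 25% in these data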;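 note: 0% = DMSO with enzyme and 100% = buffer with substrate but no TDP2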
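System: recombinant human TDP2 / Amount: 120 nM TDP2 per well / Also added: 5 mM T5PNP chromogenic substrate / Doses: 12.8 µM single point, 1% DMSO / Incubation: 2 h at 37 °C / Detection: p-Nitrophenol epi absorbance / Evaluation: % inhibition relative to enzyme-containing and enzyme-free wells / Repeats: singlicate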
Starred values were filed as active, the others as inactive.

How did COc1ccc(NC(=O)CC2Oc3ccc(C)cc3NC2=O)cc1 (stereo not drawn) do in these assays?
ASAP1 GAP inh: -13; ADAM17 inh: -3; DDE Tn6 FP inh: 5; ARFGAP1 inh: 2; PLCb3 inh: -1; SIAE primary: -1; PLCg1 inh: 1; Tn7 DDE FP: 9; ADAM10 inh: -15; TDP2 inh: -8

What do the screens show for `C=CCNc1nc(NCCOc2ccccc2Cl)c2sc(-c3ccccc3)cc2n1`?
ASAP1 GAP inh: 19; ADAM17 inh: -10; DDE Tn6 FP inh: -16; ARFGAP1 inh: 13; PLCb3 inh: -10; SIAE primary: 0; PLCg1 inh: -12; Tn7 DDE FP: -3; ADAM10 inh: -18; TDP2 inh: -15

Results for O=C(Nc1cccc(NS(=O)(=O)c2ccc(S(=O)(=O)NC3CC3)cc2)c1)c1ccccn1 ?
ASAP1 GAP inh: 1; ADAM17 inh: 2; DDE Tn6 FP inh: 0; ARFGAP1 inh: 0; PLCb3 inh: 1; SIAE primary: -2; PLCg1 inh: 3; Tn7 DDE FP: -11; ADAM10 inh: 7; TDP2 inh: -7

Results for Cc1nc2nc(-c3ccc(F)cc3)cn2nc1C ?
ASAP1 GAP inh: 14; ADAM17 inh: inactive; DDE Tn6 FP inh: 4; ARFGAP1 inh: 2; PLCb3 inh: inactive; SIAE primary: 16; PLCg1 inh: inactive; Tn7 DDE FP: 6; ADAM10 inh: inactive; TDP2 inh: 4

How did Cc1cc(C)n(CCc2nc(-c3ccc(-c4ccccc4)cc3)cs2)n1 do in these assays?
ASAP1 GAP inh: 5; ADAM17 inh: 2; DDE Tn6 FP inh: 2; ARFGAP1 inh: -1; PLCb3 inh: -2; SIAE primary: -5; PLCg1 inh: -2; Tn7 DDE FP: -4; ADAM10 inh: 4; TDP2 inh: -7

Results for O=C(NC(Cc1ccccc1)C(=O)O)NC12CC3CC(CC(C3)C1)C2 (stereo not drawn) ?
ASAP1 GAP inh: -13; ADAM17 inh: 1; DDE Tn6 FP inh: -7; ARFGAP1 inh: -7; PLCb3 inh: 2; SIAE primary: 3; PLCg1 inh: 1; Tn7 DDE FP: 4; ADAM10 inh: -1; TDP2 inh: 3

How did COc1ccccc1NC(=O)CSc1nnc(CNC(=O)c2ccccc2F)o1 do in these assays?
ASAP1 GAP inh: -6; ADAM17 inh: -1; DDE Tn6 FP inh: 3; ARFGAP1 inh: 2; PLCb3 inh: -4; SIAE primary: -1; PLCg1 inh: 2; Tn7 DDE FP: 2; ADAM10 inh: -3; TDP2 inh: -6

What do the screens show for `O=C(c1cc([N+](=O)[O-])ccc1Cl)N1CCN(c2ccc([N+](=O)[O-])cc2)CC1`?
ASAP1 GAP inh: 10; ADAM17 inh: -2; DDE Tn6 FP inh: 3; ARFGAP1 inh: -1; PLCb3 inh: 0; SIAE primary: -1; PLCg1 inh: 2; Tn7 DDE FP: -3; ADAM10 inh: 4; TDP2 inh: 1

Results for Cc1cccc(NC(=O)CSc2nnc(C)c(=O)n2N)c1C ?
ASAP1 GAP inh: -3; ADAM17 inh: 0; DDE Tn6 FP inh: 1; ARFGAP1 inh: -4; PLCb3 inh: 4; SIAE primary: 0; PLCg1 inh: 3; Tn7 DDE FP: 3; ADAM10 inh: -4; TDP2 inh: 0

Results for NC(=O)c1ccc2c(=O)n3c(-c4cccs4)csc3nc2c1 ?
ASAP1 GAP inh: 10; ADAM17 inh: -23; DDE Tn6 FP inh: -2; ARFGAP1 inh: 12; PLCb3 inh: -228; SIAE primary: 13; PLCg1 inh: -170; Tn7 DDE FP: 0; ADAM10 inh: -77; TDP2 inh: 7

Grouped by structure, the entries above with an aryl methoxy group.
How did COc1ccc(NC(=O)CC2Oc3ccc(C)cc3NC2=O)cc1 (stereo not drawn) do in these assays?
ASAP1 GAP inh: -13; ADAM17 inh: -3; DDE Tn6 FP inh: 5; ARFGAP1 inh: 2; PLCb3 inh: -1; SIAE primary: -1; PLCg1 inh: 1; Tn7 DDE FP: 9; ADAM10 inh: -15; TDP2 inh: -8

How did COc1ccccc1NC(=O)CSc1nnc(CNC(=O)c2ccccc2F)o1 do in these assays?
ASAP1 GAP inh: -6; ADAM17 inh: -1; DDE Tn6 FP inh: 3; ARFGAP1 inh: 2; PLCb3 inh: -4; SIAE primary: -1; PLCg1 inh: 2; Tn7 DDE FP: 2; ADAM10 inh: -3; TDP2 inh: -6

Continued.
What do the screens show for `CCOc1ccc2nc(C(C)O)[nH]c2c1` (stereo not drawn)?
ASAP1 GAP inh: -2; ADAM17 inh: -3; DDE Tn6 FP inh: 3; ARFGAP1 inh: 9; PLCb3 inh: -5; SIAE primary: -3; PLCg1 inh: -5; Tn7 DDE FP: -8; ADAM10 inh: -2; TDP2 inh: 5

How did COc1cc([N+](=O)[O-])ccc1NC(=O)C[n+]1ccccc1 do in these assays?
ASAP1 GAP inh: 4; ADAM17 inh: 1; DDE Tn6 FP inh: 4; ARFGAP1 inh: -13; PLCb3 inh: 5; SIAE primary: 9; PLCg1 inh: 4; Tn7 DDE FP: 1; ADAM10 inh: 1; TDP2 inh: 7

How did O=C(CN1CCN(Cc2ccccc2)CC1)N/N=C/C=C/c1ccccc1[N+](=O)[O-] do in these assays?
ASAP1 GAP inh: 6; ADAM17 inh: 2; DDE Tn6 FP inh: 5; ARFGAP1 inh: 0; PLCb3 inh: 0; SIAE primary: 3; PLCg1 inh: -1; Tn7 DDE FP: 7; ADAM10 inh: 2; TDP2 inh: 1

What do the screens show for `O=C(Nc1cccc(C(F)(F)F)c1)C1CCCCC1`?
ASAP1 GAP inh: 18; ADAM17 inh: -2; DDE Tn6 FP inh: 5; ARFGAP1 inh: 0; PLCb3 inh: 4; SIAE primary: -6; PLCg1 inh: -2; Tn7 DDE FP: 0; ADAM10 inh: 1; TDP2 inh: -8

What do the screens show for `Clc1cc(Cl)cc(CNC2CCC23CCC(c2ccccc2)CC3)c1` (stereo not drawn)?
ADAM17 inh: -1; DDE Tn6 FP inh: 4; PLCb3 inh: 1; SIAE primary: 2; PLCg1 inh: 1; Tn7 DDE FP: -2; ADAM10 inh: 0; TDP2 inh: 6

Results for CCOC(=O)c1[nH]cnc1C(=O)N1CCN(C(=O)OC(C)(C)C)CC1 ?
ASAP1 GAP inh: -13; ADAM17 inh: 0; DDE Tn6 FP inh: 5; ARFGAP1 inh: -4; PLCb3 inh: 5; SIAE primary: 1; PLCg1 inh: 2; Tn7 DDE FP: 6; ADAM10 inh: 10; TDP2 inh: 4

What do the screens show for `CC1CCCCC12NC(=O)N(CC(=O)Nc1cccnc1)C2=O` (stereo not drawn)?
ASAP1 GAP inh: 0; ADAM17 inh: 0; DDE Tn6 FP inh: -2; ARFGAP1 inh: 8; PLCb3 inh: -4; SIAE primary: -2; PLCg1 inh: 2; Tn7 DDE FP: 4; ADAM10 inh: -3; TDP2 inh: -2

Results for COCCN(C(=O)CN1CCN(S(=O)(=O)c2ccc(F)cc2)CC1)c1c(N)n(Cc2ccccc2)c(=O)[nH]c1=O ?
ASAP1 GAP inh: -11; ADAM17 inh: 3; DDE Tn6 FP inh: -2; ARFGAP1 inh: 1; PLCb3 inh: 3; SIAE primary: 6; PLCg1 inh: 4; Tn7 DDE FP: -3; ADAM10 inh: 3; TDP2 inh: -4

What do the screens show for `CCCCCCn1c(SCC(=O)c2c(N)n(C)c(=O)n(C)c2=O)nc2ccccc21`?
ASAP1 GAP inh: 0; ADAM17 inh: 0; DDE Tn6 FP inh: 0; ARFGAP1 inh: -5; PLCb3 inh: -17; SIAE primary: -10; PLCg1 inh: 1; Tn7 DDE FP: 2; ADAM10 inh: 7; TDP2 inh: -2

What do the screens show for `CCOC(=O)Cc1csc(NC(=O)c2c(C)noc2C)n1`?
ASAP1 GAP inh: 1; ADAM17 inh: 1; DDE Tn6 FP inh: 1; ARFGAP1 inh: -6; PLCb3 inh: -8; SIAE primary: 1; PLCg1 inh: -3; Tn7 DDE FP: -5; ADAM10 inh: -7; TDP2 inh: 1

Results for CCCCSC(=S)N(C)C1CCS(=O)(=O)C1 (stereo not drawn) ?
ASAP1 GAP inh: -2; ADAM17 inh: 0; DDE Tn6 FP inh: -2; ARFGAP1 inh: 5; PLCb3 inh: 3; SIAE primary: 4; PLCg1 inh: 4; Tn7 DDE FP: -5; ADAM10 inh: 3; TDP2 inh: -5

Results for COc1cccc(N/C(SCc2ccccc2Cl)=C(/C#N)C(=O)NCc2cccs2)c1 ?
ASAP1 GAP inh: -8; ADAM17 inh: 7; DDE Tn6 FP inh: 0; ARFGAP1 inh: 3; PLCb3 inh: -3; SIAE primary: -1; PLCg1 inh: -2; Tn7 DDE FP: -2; ADAM10 inh: 9; TDP2 inh: -8

What do the screens show for `O=S(=O)(c1ccc(SCc2cccc(Cl)c2)nc1)N1CCCC1`?
ASAP1 GAP inh: 10; ADAM17 inh: 4; DDE Tn6 FP inh: -1; ARFGAP1 inh: -5; PLCb3 inh: -2; SIAE primary: -5; PLCg1 inh: 4; Tn7 DDE FP: -7; ADAM10 inh: 11; TDP2 inh: -7

How did O=C(CSCc1ccccc1)Nc1cc([N+](=O)[O-])ccc1F do in these assays?
ASAP1 GAP inh: 11; ADAM17 inh: -1; DDE Tn6 FP inh: -2; ARFGAP1 inh: -3; PLCb3 inh: 1; SIAE primary: -6; PLCg1 inh: 3; Tn7 DDE FP: 5; ADAM10 inh: 12; TDP2 inh: -12

What do the screens show for `CCOC(=O)C(CC)/C(C)=N/NC(=O)c1ccc([N+](=O)[O-])cc1` (stereo not drawn)?
ASAP1 GAP inh: -6; ADAM17 inh: -2; DDE Tn6 FP inh: 2; ARFGAP1 inh: 1; PLCb3 inh: 1; SIAE primary: 7; PLCg1 inh: 0; Tn7 DDE FP: -2; ADAM10 inh: -4; TDP2 inh: -17

How did O=C(c1ccco1)N1CCCC(c2nc3c(nnn3Cc3ccccc3)c(=O)[nH]2)C1 (stereo not drawn) do in these assays?
ASAP1 GAP inh: -2; ADAM17 inh: 0; DDE Tn6 FP inh: 1; ARFGAP1 inh: 1; PLCb3 inh: -1; SIAE primary: -2; PLCg1 inh: 5; Tn7 DDE FP: 3; ADAM10 inh: 6; TDP2 inh: -7

How did CCS(=O)(=O)c1nc(S(=O)(=O)c2ccc(C)cc2)c(NCCN2CCOCC2)s1 do in these assays?
ASAP1 GAP inh: -7; ADAM17 inh: -1; DDE Tn6 FP inh: 1; ARFGAP1 inh: 1; PLCb3 inh: -7; SIAE primary: -1; PLCg1 inh: 0; Tn7 DDE FP: -1; ADAM10 inh: 5; TDP2 inh: -7

Screening data: PubChem BioAssay, The Scripps Research Institute Molecular Screening Center
